Assay outcomes from PubChem.
CHO-K1 Ca PAM – counter-screen for M1 PAMs: effect in parental CHO-K1 cells; ATP EC20, Fluo-8 calcium fluorescence; 0% at ATP EC20, 100% at ATP max; activation, % at 3 µM; 360,000 tested, 0.02% active; AID 602247;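 active = activation above the run cutoff, the mean activation of all test compounds plus 3 SD, cut at about 40% in these data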;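 note: peak over basal fluorescence ratio in a 140 s read after ATP addition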
CHRM5 agonist – CHRM5 agonism in calcium assay; CHO-K1 hM5 cells, Fluo-8 calcium fluorescence; 0% DMSO wells, 100% maximal acetylcholine response; activation, % at 3 µM; AID 624037; 360,000 tested, 0.19% active;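 active = activation above the run's mean over test compounds plus 3 SD, cut at about 23% in these data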;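 note: signal is peak over basal fluorescence ratio across the kinetic read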
Target sequence (P08912 whole entry, looked up): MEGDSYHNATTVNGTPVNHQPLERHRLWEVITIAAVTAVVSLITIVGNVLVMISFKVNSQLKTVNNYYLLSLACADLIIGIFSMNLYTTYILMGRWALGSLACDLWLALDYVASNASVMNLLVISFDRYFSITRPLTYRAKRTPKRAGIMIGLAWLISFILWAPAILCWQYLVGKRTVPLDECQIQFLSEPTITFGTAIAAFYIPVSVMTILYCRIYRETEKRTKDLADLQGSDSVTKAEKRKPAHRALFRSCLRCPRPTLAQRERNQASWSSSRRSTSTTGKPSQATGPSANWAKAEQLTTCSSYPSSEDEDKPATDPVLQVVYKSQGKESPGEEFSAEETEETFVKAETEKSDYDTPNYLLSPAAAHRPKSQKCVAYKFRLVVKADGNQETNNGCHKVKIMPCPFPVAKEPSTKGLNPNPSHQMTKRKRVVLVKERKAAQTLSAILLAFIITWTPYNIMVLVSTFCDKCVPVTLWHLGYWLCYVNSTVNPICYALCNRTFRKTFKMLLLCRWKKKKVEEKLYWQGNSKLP
CHRM4 antagonist – antagonists of human muscarinic M4 receptor (CHRM4). P08173. inhibition, % at 3 µM. CHO-hM4 cells, ACh EC80, Fluo-8 calcium fluorescence. 360,000 tested, 0.73% active;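 active = inhibition above its plate's cutoff, the mean inhibition of sample wells plus 3 SD, cut at about 27% in these data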;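 note: 0% = acetylcholine EC80 with DMSO and 100% = DMSO without agonist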
Target sequence (P08173 whole entry, looked up): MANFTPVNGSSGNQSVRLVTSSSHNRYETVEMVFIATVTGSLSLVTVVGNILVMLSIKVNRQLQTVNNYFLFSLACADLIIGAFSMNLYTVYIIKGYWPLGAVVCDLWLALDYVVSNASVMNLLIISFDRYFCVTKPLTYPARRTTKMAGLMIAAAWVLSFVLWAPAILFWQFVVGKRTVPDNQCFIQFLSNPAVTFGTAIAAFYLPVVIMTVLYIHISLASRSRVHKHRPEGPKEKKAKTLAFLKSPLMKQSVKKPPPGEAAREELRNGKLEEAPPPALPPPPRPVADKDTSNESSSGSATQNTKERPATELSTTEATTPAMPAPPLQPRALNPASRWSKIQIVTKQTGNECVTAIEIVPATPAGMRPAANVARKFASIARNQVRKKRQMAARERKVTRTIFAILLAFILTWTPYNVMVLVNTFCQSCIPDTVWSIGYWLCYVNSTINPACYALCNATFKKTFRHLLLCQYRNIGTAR
M4 PAM – CHRM4 positive allosteric modulation; CHO-K1 hM4/Gqi5, Fluo-8 calcium fluorescence, ACh EC20; 0% = ACh EC20, 100% = maximal ACh; 360,000 tested, 0.4% active; activation, % at 3 µM; P08173;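 active = activation above its plate's cutoff, the mean activation of sample wells plus 3 SD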; note: some results filed as inactive read as strong as hits
CHRM5 antagonist – CHRM5 antagonism in calcium assay | P08912 | CHO-hM5 cells, Fluo-8 calcium fluorescence, ACh EC80 | inhibition, % at 3 µM | 360,000 tested, 0.59% active | AID 624040;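 active = inhibition above a per-plate cutoff, the mean of that plate's test compounds plus 3 SD, cut at about 27% in these data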;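 note: 0% = acetylcholine EC80 with DMSO and 100% = DMSO without agonist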
M4 ag – agonists of human muscarinic M4 receptor (CHRM4) | P08173 | CHO-K1 hM4/Gqi5, Fluo-8 calcium fluorescence; vehicle 0%, full acetylcholine response 100% | activation, % at 3 µM | 360,000 tested, 0.14% active;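 active = activation above the run mean over all test wells plus 3 SD, cut at about 32% in these data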;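 note: peak over basal fluorescence ratio per well then scaled between controls; 0% = DMSO wells and 100% = acetylcholine at EC100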
CHRM5 PAM – potentiates acetylcholine response at human M5 receptor; 360,000 tested, 0.3% active; activation, % at 3 µM; CHO-K1 hM5, Fluo-8 calcium, ACh EC20 PAM; 0% = ACh EC20, 100% = ACh EC100;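 active = activation above the run cutoff, the mean activation of all test compounds plus 3 SD, cut at about 18% in these data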
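Test system: CHO-K1 hM5 cells / Doses: single-point, 3 µM nominal / Times: Post-acetylcholine fluorescence recording 140 s / Technique: Fluo-8 calcium fluorescence / Measure: Max/basal fluorescence ratio as % of EC20–EC100 ACh window / Benchmarks: low control EC20 acetylcholine (0%), high control EC100 acetylcholine (100%) / Replicates: one well per compound, no replicates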
CHO-K1 Ca ag – nonselective activator or artifact in parental CHO-K1 cells. AID 602248. Fluo-8 calcium fluorescence; scaled to maximal ATP response, vehicle zero. activation, % at 3 µM. 360,000 tested, 0.48% active; in the data active = activation above about 15%;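 note: untransfected CHO-K1 host cells lacking M1 receptor as counterscreen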
CHO-K1 Ca antag – nonselective inhibitor or artifact in parental CHO-K1 cells; ATP-induced calcium, Fluo-8 fluorescence; AID 602250; 360,000 tested, 0.6% active; inhibition, % at 3 µM;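 active = inhibition above a per-plate cutoff, the plate's mean sample inhibition plus 3 SD, cut at about 24% in these data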;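 note: 0% = DMSO plus EC80 ATP and 100% = DMSO alone without ATP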
Numbers without * were called inactive; / = no result given; & = joins results of further samples. An unsorted share of the library (roughly 2.7% active in at least one column).

SMILES | CHO-K1 Ca PAM | CHRM5 agonist | CHRM4 antagonist | M4 PAM | CHRM5 antagonist | M4 ag | CHRM5 PAM | CHO-K1 Ca ag | CHO-K1 Ca antag
Cc1cc(/C(O)=C2\C(=O)C(=O)N(CCN(C)C)C2c2ccncc2)ccc1OCc1ccccc1 (configuration not stated) | 6 | -2 | 9 | 0 | -2 | 0 | -1 | -0.3 | -4
Cc1ccc(CNC(=O)c2ccc([N+](=O)[O-])o2)cc1 | 11 | -3 | 7 | -1 | -7 | 1 | 5 | 0.5 | -6
COc1ccc(NS(=O)(=O)c2ccc(C)c(C(=O)NCc3cccnc3)c2)cc1 | 6 | -2 | 1 | -2 | -7 | 2 | 4 | 0.6 | -5
Cn1c(C(=O)OCC(=O)NCc2ccc(F)cc2)cc2occc21 | -16 | -5 | -7 | 1 | -3 | 0 | -4 | 0.2 | -2
CNC(=S)N/N=C1\CC(c2ccccc2)Oc2ccccc21 (configuration not stated) | 16 | -9 | 1 | -9 | 8 | -1 | -4 | -0.4 | -18
CCN(C(=O)COC(=O)CCOc1cc(C)ccc1C)c1c(N)n(Cc2ccccc2)c(=O)[nH]c1=O | -11 | -1 | -1 | 5 | 6 | 0 | 9 | 3.5 | 14
CCN(Cc1ccccc1)S(=O)(=O)c1ccc2oc(C(=O)O)c(C)c2c1 | 15 | 2 | -2 | 5 | 0 | 0 | 4 | 0.6 | -16
COc1ccc2oc(-c3cccc(NC(=O)CSc4ccc(Cl)cc4)c3)nc2c1 | 8 | 0 | -7 | 14 | 6 | 1 | -2 | 0.1 | -7
C=C[C@H]1C(C(=O)OCC)=CC[C@@H](c2ccccc2)N1S(=O)(=O)c1ccc(C)cc1 | 17 | -4 | -10 | -7 | 5 | 1 | -8 | 2.0 | 4
CC(C)C[C@H](NC(=O)C1CC(=O)N(c2ccc3c(c2)OCCO3)C1)C(=O)NC1CCCC1 (some centres not stated) | 2 | -4 | 5 | -1 | 6 | 0 | 2 | 9.6 | 5
Cc1cccc(NS(=O)(=O)c2cccc(C(=O)NCC(c3ccc(F)cc3)N3CCOCC3)c2)c1 (configuration not stated) | 8 | 0 | 11 | -4 | -2 | 2 | -6 | 1.7 | -10
CC1(OC(=O)CCc2ccccc2)C(=O)C=C2C=C(c3ccc(C#N)cc3)N(CC3CC3)C=C2C1=O (configuration not stated) | 3 | 3 | 9 | 5 | 8 | 1 | 5 | 0.1 | -9
Cc1ccc(CN2C(=O)CSCC2(C)C(=O)Nc2c(C)cccc2C)cc1 (configuration not stated) | / | -1 | -2 | 1 | -7 | 2 | 3 | / | /
COc1ccc(-c2csc(CCN3N=C(C)CC3=O)n2)cc1 | 11 | -3 | -15 | -12 | 2 | 3 | -4 | 0.3 | -14
Cc1ccc(NC(=O)CCC(=O)NNC(=O)c2cccs2)cc1C | 3 | 4 | 3 | -5 | -15 | 0 | 6 | -0.1 | -2
CN(C)c1ccc(C(=O)N2CCN(C(=O)C3CCCO3)CC2)cc1 (configuration not stated) | -4 | 3 | -2 | 5 | 12 | 0 | 1 | -0.1 | -5
O=C(Nc1ccc2c(c1)OCCO2)C1CCN(C(=O)c2ccc(Br)cc2)CC1 | 21 | 2 | 5 | 5 | 5 | 3 | 0 | 0.9 | -14
CC#CCN(CC#CC)S(=O)(=O)c1ccc(S(=O)(=O)N2CCOCC2)cc1 | 6 | -1 | 0 | -11 | -6 | 1 | -1 | 2.0 | 18
Cc1nn(-c2ccccc2)c(NC(=O)c2ccccc2)c1Br | -10 | -4 | -15 | 4 | -4 | 1 | 3 | -0.1 | 0
O=C(NCC1CCCO1)C1CC(=O)N(c2cccc(Cl)c2)C1 (configuration not stated) | 0 | -2 | -1 | 3 | 8 | 4 | -1 | -0.3 | 11

Reprinted from the part before: 3 compounds; new compounds follow.
SMILES | CHO-K1 Ca PAM | CHRM5 agonist | CHRM4 antagonist | M4 PAM | CHRM5 antagonist | M4 ag | CHRM5 PAM | CHO-K1 Ca ag | CHO-K1 Ca antag
CC#CCN(CC#CC)S(=O)(=O)c1ccc(S(=O)(=O)N2CCOCC2)cc1 | 6 | -1 | 0 | -11 | -6 | 1 | -1 | 2.0 | 18
Cc1nn(-c2ccccc2)c(NC(=O)c2ccccc2)c1Br | -10 | -4 | -15 | 4 | -4 | 1 | 3 | -0.1 | 0
O=C(NCC1CCCO1)C1CC(=O)N(c2cccc(Cl)c2)C1 (configuration not stated) | 0 | -2 | -1 | 3 | 8 | 4 | -1 | -0.3 | 11
COCC1CCCCN1C(=O)c1ccc(OC2CCN(Cc3ccccn3)CC2)cc1 (configuration not stated) | 4 | -5 | -7 | -3 | -4 | 1 | -2 | 0.6 | -15
Cc1ccn2c(=O)nc(SCC(=O)N3CCCc4ccccc43)nc2c1 | -1 | -1 | -5 | -2 | 4 | 2 | 2 | 0.6 | 4
O=C(Nc1nnc(C2=COCCO2)o1)c1ccc(S(=O)(=O)N2CCCCC2)cc1 | 0 | -1 | 2 | 1 | -9 | 0 | 4 | -0.1 | 17
CCN(CC)S(=O)(=O)c1ccc(C(=O)Nc2ccc(C(F)(F)F)n(C)c2=O)cc1 | 22 | -2 | 3 | 9 | 5 | 2 | 0 | 1.0 | -20
CC(C)(C)OC(=O)NN1CC(=O)N2[C@@H](Cc3c([nH]c4ccccc34)C2(C)C)C1=O | 2 | 1 | -11 | -8 | -1 | 19 | -8 | 4.5 | -2
CCOC(=O)/C(C)=C1\NC(C)(C)Cc2ccccc21 | 8 | -2 | 10 | -1 | -2 | 0 | 5 | 0.1 | -9
Cc1ccc(C(=O)N/C(=C/c2ccc(N(C)C)cc2)C(=O)NCC2CCCO2)cc1 (configuration not stated) | -4 | -3 | -3 | -3 | 9 | 1 | 2 | 0.4 | 0
COC(=O)[C@@H]1C[C@@]2(O)[C@@H](O)[C@@H](O)[C@@H](O)C[C@H]2N1Cc1ccc(C(F)(F)F)cc1 | 12 | 1 | 3 | 4 | 1 | 1 | 4 | -0.2 | -9
CCC12CN3CC(CC)(CN(C1)C31C(=O)N(C)c3ccc(C)cc31)C2=O (configuration not stated) | -6 | -7 | 7 | 8 | 1 | 0 | -1 | -0.2 | -1
CCN1CCN(Cc2oc(CO)cc(=O)c2O)CC1 | 1 | -1 | 4 | -1 | 0 | 0 | -3 | 0.2 | 0
COc1cccc(C(c2sc3ncnn3c2O)N2CC(C)OC(C)C2)c1 (configuration not stated) | 2 | 2 | -4 | -4 | -3 | -1 | -3 | 0.3 | -1
COc1ccccc1C1=NNC(=NCc2ccccc2)SC1 | -3 | -5 | 2 | 3 | -6 | 1 | 1 | -0.3 | -11
COc1ccc(Cc2c(-c3ccc(Cl)cc3)nc3c(C)cc(Br)cn23)c(C)c1 | -8 | -3 | -7 | 0 | 3 | 0 | -1 | 0.1 | -8
Cc1ccc(NC(=O)CC2S/C(=N/N=C/C=C/c3ccccc3)NC2=O)cc1Cl (configuration not stated) | 14 | 1 | -2 | 2 | 6 | 1 | -5 | -0.3 | 10
O=C(COC(=O)c1ccc([N+](=O)[O-])o1)Nc1ccc2c(c1)OC(F)(F)O2 | 4 | 1 | -4 | 2 | 1 | 3 | -1 | 0.7 | -5
Cc1cc(NS(=O)(=O)c2ccc(NC(=O)c3oc4ccccc4c3C)cc2)no1 | 2 | -5 | 1 | 1 | 3 | 2 | -6 | -0.3 | -3
O=C(CSc1nnc(NCc2ccccc2)s1)c1ccco1 | 1 | 2 | 0 | 2 | 1 | 1 | 4 | 0.5 | 3
N#Cc1ccc(OCC(=O)NNC(=S)NC(=O)C2CC2)cc1 | 4 | 1 | 0 | -3 | 6 | -1 | 4 | -0.2 | -6
O=C(COc1ccccc1Br)Nc1ccccc1C(F)(F)F | 6 | -3 | -1 | -3 | -12 | 0 | 4 | -0.1 | 9
O=C(Nc1cccnc1)c1cc(-c2ccc(Br)cc2)on1 | 5 | 0 | 6 | 0 | 3 | 0 | 0 | 0.3 | 2
O=c1c2c(-c3ccccc3)ccnc2[nH]n1-c1ccccc1 | -10 | 2 | -1 | 3 | 0 | 0 | -10 | 0.0 | -7
O=C(CCS(=O)(=O)c1cccs1)N1CCCC1 | -5 | -2 | -2 | 5 | -8 | 0 | 1 | -0.1 | -7
COc1cc2[nH]c(=S)nc(NCc3ccc(C)cc3)c2cc1OC | 12 | 0 | -4 | -5 | 8 | 9 | -5 | 4.7 | -15
Cc1cccc([N+](=O)[O-])c1C(=O)O | 3 | 2 | -18 | 7 | -5 | 2 | 1 | -0.1 | -3
CN(C)S(=O)(=O)c1cccc(C(=O)Nc2ccc(S(=O)(=O)N3CCCC3)cc2)c1 | 21 | -8 | 12 | -16 | 4 | 2 | 14 | 7.0 | -10
CCN(CC)S(=O)(=O)c1ccc(C(=O)N2CCN(c3ncccn3)CC2)cc1 | 12 | 0 | -2 | -1 | 10 | 1 | -3 | 1.6 | -6
N=c1c(S(=O)(=O)c2ccccc2)cc2c(=O)n3ccccc3nc2n1Cc1ccco1 | 22 | -8 | 4 | -3 | 5 | 1 | 2 | 0.6 | -8
CC(=C/c1ccccc1)/C=N/NC(=O)c1ccccn1 | 9 | 2 | 3 | -2 | 2 | 0 | 0 | 0.2 | -5
COc1cc2cnc(-c3ccccc3)cc2cc1OC | 12 | -3 | -1 | 7 | 7 | 7 | -4 | 1.6 | -12
CCNC(=O)C1(C)CCCN(C(=O)c2cc3ccccc3s2)C1 (configuration not stated) | 5 | -1 | -1 | 4 | -2 | 1 | 1 | 0.5 | -7
CCOC(=O)CNC(=O)Cn1cnc2c(nnn2-c2cccc(Cl)c2)c1=O | 3 | 0 | -2 | 0 | -1 | 1 | 1 | 0.8 | -16
CN(C)S(=O)(=O)c1ccc(N=Cc2c(C(F)(F)F)[nH]n(C)c2=O)cc1 | 8 | -2 | 1 | -2 | 0 | 0 | -1 | 0.6 | 1
O=C(Nc1nncs1)C1CCCC1 | -13 | 6 | -8 | -2 | -9 | 1 | 19* | -0.3 | 4
CC1(C)NC(C)(C)/C(=C\c2cccs2)C(=O)C1=O | -9 | 0 | 0 | -8 | -3 | 0 | -1 | -0.3 | 17
Cc1ccc(NC(=O)c2[nH]cnc2C(=O)NN)cc1 | 10 | -1 | -1 | -5 | 4 | 0 | 1 | 0.0 | -15
COc1cccc(N2CCN(S(=O)(=O)c3ccc4nc(-c5ccccc5)[nH]c4c3)CC2)c1 | -7 | -1 | 2 | -6 | 8 | 2 | -9 | 0.7 | 14
CN(C)S(=O)(=O)c1cccc(NC(=O)CSc2nnnn2-c2ccccc2)c1 | -20 | 10 | 7 | -11 | 3 | 8 | -9 | 7.5 | 14
C/C(N)=C(/C#N)C(=O)COC(=O)COc1ccc(Cl)cc1 | 5&7 | 2&-2 | -8&7 | 3&1 | 22&-4 | 6&4 | -5&-7 | 2.9&1.3 | -4&-1
COCCNc1nc(C)cc(-c2cc(C(=O)NCc3ccccc3)on2)n1 | 8 | 3 | 3 | 13 | 6 | 4 | 3 | 0.2 | -6
CCOC(=O)C1(C/C(C)=N/NC(N)=O)CC(C)OC1=O (configuration not stated) | 21 | -2 | -5 | 13 | -3 | 0 | 5 | 0.9 | -9
COc1cccc(NC(=O)CN(C)C(=O)c2cc(-c3cccc(Br)c3)nc3ccccc23)c1 | 7 | -1 | 10 | -7 | 2 | 11 | -1 | 4.9 | 10
